Compound activity: PubChem BioAssay, Fisher Drug Discovery Resource Center
mcGAS inh = inhibitors of mouse cGAS; Q8C6L5; recombinant cGAS, Kinase-Glo ATP depletion luminescence; inhibition, % at 12.5 µM; hit rate 0.15% among 160,000;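 further: 0% = negative control wells and 100% = reference inhibitor with no enzyme activity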
hcGAS lum = blocks human cGAS activity; recombinant h-cGAS, ATP depletion, Kinase-Glo luminescence; inhibition, % at 12.5 µM; hit rate 0.081% among 290,000;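 further: 0% = vehicle reaction and 100% = reaction without DNA for no activity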
Target sequence (Q8N884 whole entry, looked up): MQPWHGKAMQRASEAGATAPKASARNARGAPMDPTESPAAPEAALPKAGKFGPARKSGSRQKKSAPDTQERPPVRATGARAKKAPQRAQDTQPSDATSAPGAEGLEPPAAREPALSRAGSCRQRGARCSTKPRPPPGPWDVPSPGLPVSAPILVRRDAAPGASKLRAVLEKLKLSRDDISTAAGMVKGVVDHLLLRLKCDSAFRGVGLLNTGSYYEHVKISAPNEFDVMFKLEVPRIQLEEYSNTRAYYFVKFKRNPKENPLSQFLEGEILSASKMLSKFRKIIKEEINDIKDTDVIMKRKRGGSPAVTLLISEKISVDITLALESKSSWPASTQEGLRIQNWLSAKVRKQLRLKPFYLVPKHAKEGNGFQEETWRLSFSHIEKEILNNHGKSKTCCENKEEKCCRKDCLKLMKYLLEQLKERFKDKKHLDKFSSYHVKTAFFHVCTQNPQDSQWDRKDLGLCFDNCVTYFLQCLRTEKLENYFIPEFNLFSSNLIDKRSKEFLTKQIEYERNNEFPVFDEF
NPYLR7 agonist = mosquito NPYLR7 agonism; HEK293T NPYLR7/Galpha15, GCaMP6s calcium fluorescence; activation, % at 10 µM; AID 1259423; hit rate 0.15% among 270,000; in the data active means activation above about 40%;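 further: 0% = vehicle and 100% = reference agonist at the receptor; some compounds past the cut are filed as inactive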
* marks the source's active call; other numbers are inactive results; & = joins results of further samples. Unless noted, no stated cut-off is given here; in the data, active means inhibition above about 40%; inactive means the rest.

The first 3 records as a preview:
Screening Cc1nnc2ccc(N3CCN(C(=O)NC4CCCCC4)CC3)nn12 returned mcGAS inh -7, hcGAS lum -2 and NPYLR7 agonist 1.
For COc1ccc(CN(CCc2c[nH]c3ccccc23)C(=O)CN(CC(C)C)C(=O)Nc2c(Cl)cccc2Cl)cc1OC the results were mcGAS inh -4, hcGAS lum -2 and NPYLR7 agonist 21.
For O=C1COc2ccc(S(=O)(=O)N3CCCC3)cc2N1 the results were hcGAS lum -2 and NPYLR7 agonist 1.

This part in full, previewed entries included:
Screening Cc1nnc2ccc(N3CCN(C(=O)NC4CCCCC4)CC3)nn12 returned mcGAS inh -7, hcGAS lum -2 and NPYLR7 agonist 1.
For COc1ccc(CN(CCc2c[nH]c3ccccc23)C(=O)CN(CC(C)C)C(=O)Nc2c(Cl)cccc2Cl)cc1OC the results were mcGAS inh -4, hcGAS lum -2 and NPYLR7 agonist 21.
For O=C1COc2ccc(S(=O)(=O)N3CCCC3)cc2N1 the results were hcGAS lum -2 and NPYLR7 agonist 1.
For CC(NC(=O)CCCCN1Cc2ccccc2C1=O)c1ncn[nH]1 (stereo not drawn) the results were mcGAS inh -11, hcGAS lum -7 and NPYLR7 agonist -1.
`O=S(=O)(c1ccc(Cl)s1)N1CCCc2cccc(O)c21` gave hcGAS lum 5 and NPYLR7 agonist -1.
Screening Cn1nc(C(=O)NCC23CC4CC(CC(C4)C2)C3)ccc1=O returned mcGAS inh -5, hcGAS lum -4 and NPYLR7 agonist 0.
Nc1ccc(NS(=O)(=O)c2ccc3c(c2)OCCO3)cc1 was read as hcGAS lum -2 and NPYLR7 agonist -5.
Screening FC(F)c1cc(C(F)F)[nH]n1 returned hcGAS lum -3 and NPYLR7 agonist -14.
`c1cncc(C2CN(Cc3cc4ccccc4[nH]3)C2)c1` gave mcGAS inh -11, hcGAS lum -7 and NPYLR7 agonist 7.
For N#Cc1c(F)cccc1NCC(O)COc1ccc2c(c1)CCC(=O)N2 (stereo not drawn) the results were mcGAS inh -10, hcGAS lum -5 and NPYLR7 agonist 7.
Screening Clc1ccc2nc(CSc3ncccn3)cn2c1 returned mcGAS inh -5, hcGAS lum -5 and NPYLR7 agonist 7.
CCN1CCN(Cc2cc(C(=O)N(C)CCc3ccccc3)no2)CC1 was read as hcGAS lum -3 and NPYLR7 agonist 16.
COc1cc(C#N)ccc1Oc1ncccc1C(=O)O was read as hcGAS lum -18 and NPYLR7 agonist 15.
For c1cc(-c2noc(NC3CCCCC3)n2)ccn1 the results were mcGAS inh -2, hcGAS lum -4 and NPYLR7 agonist 1.
`Cc1nc2ccccn2c1CN(C)C(=O)c1cc(COc2ccc(F)cc2F)on1` gave hcGAS lum -10 and NPYLR7 agonist -1.

Sorted by count of non-hydrogen atoms (ascending): part of the list above.
`c1cncc(C2CN(Cc3cc4ccccc4[nH]3)C2)c1` gave mcGAS inh -11, hcGAS lum -7 and NPYLR7 agonist 7.
Screening Cn1nc(C(=O)NCC23CC4CC(CC(C4)C2)C3)ccc1=O returned mcGAS inh -5, hcGAS lum -4 and NPYLR7 agonist 0.
`Cc1nc2ccccn2c1CN(C)C(=O)c1cc(COc2ccc(F)cc2F)on1` gave hcGAS lum -10 and NPYLR7 agonist -1.

Next results follow.
For O=c1nc(SCc2ccc(F)cc2)c2c(n1Cc1cccnc1)CCC2 the results were mcGAS inh -11, hcGAS lum -7 and NPYLR7 agonist 6.
For Cc1cc2c(cc1N)n(C)c(=O)n2C the results were hcGAS lum -1 and NPYLR7 agonist 1.
For Cc1cc(C)c(CN2CCN(c3ncc(F)cn3)CC2)c(-n2cccn2)c1 the results were mcGAS inh -18, hcGAS lum -4 and NPYLR7 agonist 6.
COC(=O)C1=C(C)NC(C)=C(C(=O)OC)C1/C=C(\Cl)c1ccc(C)cc1 was read as hcGAS lum 9 and NPYLR7 agonist -3.
Screening O=C1NC(=S)N(S(=O)(=O)c2c(Cl)cccc2Cl)C1Cc1ccccc1 (stereo not drawn) returned mcGAS inh 14, hcGAS lum -1 and NPYLR7 agonist 0.
For COc1ccc(N(C(=O)c2ccc(C)c(C)c2)C(C)C2CC2)cc1 (stereo not drawn) the results were mcGAS inh -16, hcGAS lum -4 and NPYLR7 agonist 22.
Screening c1ccc(-c2ccc(-c3[nH]ncc3CN3CCN4CCCC4C3)cc2)cc1 (stereo not drawn) returned mcGAS inh -11, hcGAS lum -5 and NPYLR7 agonist -2.
COc1ccc(NC(=O)C2Cc3ccccc3C2)c(NC(=O)C(C)C)c1 was read as mcGAS inh -11, hcGAS lum -8 and NPYLR7 agonist 8.
`O=C(CN1CCCC(Nc2ccc(F)cc2)C1)N1CCCCCC1` (stereo not drawn) gave hcGAS lum -2 and NPYLR7 agonist 7.
COc1ccccc1-c1cc(=O)n(-c2nc3ccccc3s2)[nH]1 was read as hcGAS lum 5 and NPYLR7 agonist -8.
`CCOCCOc1nc(-c2ccccc2F)n(-c2ccc(NC(=O)COc3ccccc3)cc2)n1` gave mcGAS inh -6 and hcGAS lum -11.
COCCN(CC(=O)N1CCc2sccc2C1c1ccc(C)cc1)S(=O)(=O)c1ccc(Cl)c([N+](=O)[O-])c1 (stereo not drawn) was read as mcGAS inh -6, hcGAS lum -3 and NPYLR7 agonist 17.
`CCC(C)N(CCC(=O)Nc1ccc(F)cc1)c1nc(Cc2cccc(OC)c2)ns1` (stereo not drawn) gave mcGAS inh -7, hcGAS lum -6 and NPYLR7 agonist 7.
Screening Cc1ccccc1-c1cccc(C(=O)N2CC[C@H](CO)[C@@H](O)C2)c1 returned mcGAS inh -16, hcGAS lum -1 and NPYLR7 agonist -1.
Cc1ccc(NC(=O)C23CC4CC(CC(C4)C2)C3)c(C)c1 was read as mcGAS inh -6, hcGAS lum -8 and NPYLR7 agonist -3.

Molecules from the list above that contain an aryl thioether with sulfur outside any ring:
Screening Clc1ccc2nc(CSc3ncccn3)cn2c1 returned mcGAS inh -5, hcGAS lum -5 and NPYLR7 agonist 7.
For O=c1nc(SCc2ccc(F)cc2)c2c(n1Cc1cccnc1)CCC2 the results were mcGAS inh -11, hcGAS lum -7 and NPYLR7 agonist 6.

Following part:
C=CCNC(=O)C/C(C)=N/NC(=O)c1cccc(C)c1 was read as hcGAS lum 4 and NPYLR7 agonist -1.
CN(C)CC1(O)CCN(C(=O)c2cc(-c3cccs3)n(C)n2)C1 (stereo not drawn) was read as hcGAS lum -2 and NPYLR7 agonist 3.
COc1cccc(C(NC(=O)C2CCN(C/C=C/c3ccc(OC(C)=O)c(OC)c3)CC2)c2cnccn2)c1 (stereo not drawn) was read as mcGAS inh 2, hcGAS lum 1 and NPYLR7 agonist -12.
Screening COC(=O)c1c(NC(=O)c2ccco2)sc2c1C(C(=O)OC)CC2 (stereo not drawn) returned mcGAS inh -1, hcGAS lum 5 and NPYLR7 agonist -7.
`CC(C)N(CC(=O)N1CCc2sccc2C1COc1ccccc1F)S(=O)(=O)c1ccc(Cl)cc1` (stereo not drawn) gave mcGAS inh -6, hcGAS lum -5 and NPYLR7 agonist -3.
CN(Cc1ccccc1)C1CCCN(C(=O)c2ccc3c(c2)no[n+]3[O-])C1 (stereo not drawn) was read as mcGAS inh -9, hcGAS lum -4 and NPYLR7 agonist -3.
Screening Fc1cccc(-c2cc3c(Nc4cccnc4)nccc3[nH]2)c1 returned mcGAS inh -1, hcGAS lum 2 and NPYLR7 agonist -2.
`CC(/C=C1\N=C(c2ccc(C)c([N+](=O)[O-])c2)OC1=O)=C\c1ccccc1` gave mcGAS inh -6, hcGAS lum -4 and NPYLR7 agonist 0.
CCOC(=O)c1sc2ncnc(N3CCCC3)c2c1C was read as hcGAS lum -3 and NPYLR7 agonist -8.
Screening CCOC(=O)C1=C(C)NC(C)=C(C(=O)OCC)C1c1ccc(F)cc1 returned mcGAS inh -7, hcGAS lum -7 and NPYLR7 agonist -22.
Screening O=C(C1=NOC2C(=O)N(c3cc(Cl)ccc3Cl)C(=O)C12)c1cccs1 (stereo not drawn) returned hcGAS lum -1 and NPYLR7 agonist -9.
For CCCCCc1nc2cccc(C)n2c1NCc1ccccc1 the results were mcGAS inh -8, hcGAS lum -5 and NPYLR7 agonist 2.
`CCc1[nH]c2c(CNC(=O)CCCc3cn[nH]c3)cc(F)cc2c1C` gave mcGAS inh -15, hcGAS lum -5 and NPYLR7 agonist 4.
For Cc1ccc2cc(C3(O)CCN(C(=O)CCn4cccn4)CC3)ccc2n1 the results were mcGAS inh -10, hcGAS lum 1 and NPYLR7 agonist 0.
Screening CCC(=O)N1CCN(c2ccc(Cl)cc2Cl)C(=O)C1C (stereo not drawn) returned mcGAS inh -5, hcGAS lum -4 and NPYLR7 agonist 4.
For CC1=NN(Cc2ccc(Cl)c(Cl)c2)c2nc3c(c(=O)n(C)c(=O)n3C)n2C1C (stereo not drawn) the results were mcGAS inh -10, hcGAS lum -6 and NPYLR7 agonist 2.
COc1ccc(C(N)=O)c(OCc2ccc(C#N)cc2)c1 was read as hcGAS lum -16 and NPYLR7 agonist 10.
Cc1cc(C)n2c(C(=O)N3[C@@H]4CC[C@H]3CN(C)C(=O)C4)nnc2n1 was read as mcGAS inh -18, hcGAS lum -6 and NPYLR7 agonist 7.
Screening COc1ccc(-c2cnnc(NCCSc3nnc(C)s3)n2)cc1 returned hcGAS lum -9 and NPYLR7 agonist 2.
`COc1ccc(C2(CI)C(=O)c3ccccc3C2=O)cc1` gave hcGAS lum 2 and NPYLR7 agonist 8.
`CCN(CC)c1c(C)nc2ccc(C(=O)NCc3cccs3)cn12` gave mcGAS inh -3, hcGAS lum -1 and NPYLR7 agonist -9.
Screening CCc1nc2sc3c(c2c(=O)n1N=CN(C)C)CCCC3 returned hcGAS lum 2 and NPYLR7 agonist 6.
COC(=O)CCc1c(C)nn(-c2ccc(C(=O)NC3CCCCC3)cc2)c1C was read as mcGAS inh -5, hcGAS lum -3 and NPYLR7 agonist 20.
CSCCNCc1cnc(SC)nc1N1CCOCC1 was read as mcGAS inh -2, hcGAS lum 3 and NPYLR7 agonist 3.
Screening COCC(=O)N1CCC(C(NC(=O)c2ccc(C)cc2)C(=O)NC2CC2)CC1 (stereo not drawn) returned mcGAS inh -4, hcGAS lum -3 and NPYLR7 agonist -2.
Screening CC(C)N(Cc1c(-c2ccccc2)noc1N1CCOCC1)C(=O)Cc1ccccc1 returned mcGAS inh -5, hcGAS lum -4 and NPYLR7 agonist 2.
`CC(=O)NCCC1CCCCN1C(=O)C(=O)Nc1ccccc1Cl` (stereo not drawn) gave hcGAS lum -2 and NPYLR7 agonist 8.
COc1cccc2sc(N(CCCN(C)C)C(=O)c3ccco3)nc12 was read as mcGAS inh -9, hcGAS lum -6 and NPYLR7 agonist 2.
Screening CC(Cn1cncn1)C(=O)Nc1ccccc1C(=O)N1CCCCCC1 (stereo not drawn) returned mcGAS inh -13, hcGAS lum -1 and NPYLR7 agonist 29.
`COc1ccc(/C=N\NC(=O)c2[nH]c3ccc(C)cc3c2-c2ccccc2)c(C(=O)O)c1OC` gave hcGAS lum -5 and NPYLR7 agonist -15.
Screening COc1cccc(CC2(CO)CCN(C(=O)c3scc4c3CCCC4)CC2)c1 returned hcGAS lum -10&3 and NPYLR7 agonist 0.
`CCOCCCNC(=O)c1ccc(-n2nc(C(=O)OCC)cc2-c2ccc(Cl)cc2Cl)cc1` gave mcGAS inh -6, hcGAS lum -4 and NPYLR7 agonist 4.
Screening C=C(C)CSC1=C(C#N)C2(CCCCC2)C(C#N)C(=O)N1 (stereo not drawn) returned mcGAS inh -3, hcGAS lum -3&-5 and NPYLR7 agonist 4&-2.
`Cc1cc(C(=O)NCc2cccnc2-n2ccnc2)c2cnn(C(C)C)c2n1` gave mcGAS inh -17 and hcGAS lum -2.
COc1cc2c(cc1OC)C(c1c(F)cccc1Cl)N(C(=O)C(OC(C)=O)c1ccccc1)CC2 (stereo not drawn) was read as mcGAS inh -2, hcGAS lum 2 and NPYLR7 agonist 7.
For COC(=O)c1ccccc1NC(=O)Cn1ncn2nc(-c3ccc(C)cc3)cc2c1=O the results were mcGAS inh -6, hcGAS lum -4 and NPYLR7 agonist -6.
`COCCN(C)C(=O)c1cc(Br)cc(Cl)c1O` gave mcGAS inh -4, hcGAS lum -1 and NPYLR7 agonist 3.
Screening O=C(c1cnn(-c2ncc3c(n2)-c2ccccc2CC3)c1C1CC1)N1CCN(Cc2ccccc2)CC1 returned mcGAS inh -11, hcGAS lum -6 and NPYLR7 agonist 13.
CC(C)(O)C#Cc1ccc(CN2CCN(Cc3ccsc3)C(CCO)C2)cc1 (stereo not drawn) was read as hcGAS lum -7 and NPYLR7 agonist 1.
CC(C)c1ccc(C(=O)N2CCc3c(ncnc3N(C)C)C2)c(=O)[nH]1 was read as mcGAS inh -9 and hcGAS lum -7.
C=CCN(CC(F)(F)F)C(=O)c1csc(-c2ncccn2)n1 was read as hcGAS lum -5 and NPYLR7 agonist 1.
COc1ccc(-c2cnc(-c3ccc(CNC(=O)C(C)(C)OC(C)=O)cc3)[nH]2)cc1 was read as mcGAS inh -4, hcGAS lum -3 and NPYLR7 agonist 25.
Screening CCCCn1c(S(=O)(=O)C(C)C(N)=O)nc(C)c1C (stereo not drawn) returned hcGAS lum -18 and NPYLR7 agonist 5.
For O=C(c1cccc(OC2(C(=O)O)CCSCC2)c1)N1CCOCC1 the results were mcGAS inh -10, hcGAS lum 0 and NPYLR7 agonist -2.
CCNc1ccnc(-c2cnc3ccccc3c2)n1 was read as hcGAS lum 5 and NPYLR7 agonist 5.
O=C(c1ccncc1)N1CCN(C(c2ccccc2)c2ccccc2)CC1 was read as hcGAS lum -8 and NPYLR7 agonist 2.
Screening CCCN(C)c1nc(SCc2ccc(C(=O)NCc3ccccc3)cc2)nc(C)c1C returned mcGAS inh 4, hcGAS lum 5 and NPYLR7 agonist -16.
Screening COCc1cc(C)nc(OCC(=O)N/N=C\c2cc(OC)c(OC)cc2[N+](=O)[O-])c1C#N returned mcGAS inh 0, hcGAS lum 2 and NPYLR7 agonist -11.
